SIRT5 inh: SIRT5 desuccinylase inhibitors, primary screen, biochemical, fluorescence imaging, single point, set 5; hit rate 1.1% among 330,000; AID 652115, 2013; Purified SirT5, succinyl-peptide AMC, trypsin-coupled fluorescence; NAD-dependent protein deacylase sirtuin-5, mitochondrial (Homo sapiens), Q9NXA8; inhibition, % at 15 µM; in the data active = inhibition above about 15%
Target sequence (Q9NXA8 whole entry, looked up): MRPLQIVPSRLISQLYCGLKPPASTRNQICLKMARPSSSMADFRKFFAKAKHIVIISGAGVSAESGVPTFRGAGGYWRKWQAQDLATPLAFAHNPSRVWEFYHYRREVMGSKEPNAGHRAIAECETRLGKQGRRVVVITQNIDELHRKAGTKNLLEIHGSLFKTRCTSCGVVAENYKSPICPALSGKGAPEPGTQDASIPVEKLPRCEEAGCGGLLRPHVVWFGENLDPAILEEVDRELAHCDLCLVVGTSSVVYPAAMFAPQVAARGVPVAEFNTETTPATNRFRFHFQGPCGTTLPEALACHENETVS
ARNT-TACC3 inh: disruptors of ARNT/TACC3 protein interaction, primary screen, biochemical, AlphaScreen, single concentration | Transforming acidic coiled-coil-containing protein 3 (Homo sapiens), Q9Y6A5 | AlphaScreen His-ARNT PAS-B/GST-TACC3 binding, luminescence; TACC3 fragment carries E629A point mutation | inhibition, % at 9.99 µM | hit rate 0.66% among 390,000 | AID 623870, 2012;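 active = mean inhibition of replicates at least 50% and at least half of replicates each reaching 50%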;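 also: 0% = complete ARNT plus TACC3 wells and 100% = ARNT alone without TACC3; many hits fall short of the cut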
C2C12 statin: suppressors of statin myotoxicity in C2C12 myotubes, primary screen, cell-based, single point, plate reader; C2C12 myotubes + simvastatin, ATP luminescence, 48 h; scaled: DMSO 0, geranylgeraniol control 100; rescue of ATP level, % at 7.49 µM; hit rate 0.78% among 330,000;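 active = mean ATP rescue above about 67%, or every replicate alone reaching that limit, limit read from the data, passing the limit was not always enough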;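 also: myotubes were challenged with 10 µM simvastatin during compound exposure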
Cneo AK release: Cryptococcus neoformans cell lysis inducers, primary screen, AK release luminescence, single concentration; hit rate 0.2% among 360,000; AID 651654, 2012; C. neoformans lysis, adenylate kinase release luminescence, 4 h; normalised: neutral wells 0, clomiphene wells 100; lysis activity, % at 15 µM;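 active = mean lysis activity across replicates of at least 80%, whatever share of replicates individually reach that level; inactive = mean lysis activity below 80%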
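Assay system: Cryptococcus neoformans yeast cells / Dosing: single-point compound dose / Timing: 4 h at 37 °C static, read 1 h later / Measured by: luminescence of released adenylate kinase using an AK detection reagent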
miR-122 sensor: miR-122 Renilla sensor signal increase in Huh7, primary screen, miR-122 inhibitor project, cell-based, single point, plate reader. activation (reporter increase), % at 12.5 µM. hit rate 0.3% among 340,000. AID 602342, 2012. Huh7 miR-122 Renilla luciferase sensor, 48 h; neutral wells = 0, positive control = 100;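 active = mean replicate activation score at least 90 and every replicate individually at or above 90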;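 also: higher luciferase means less miR-122 activity so hits act as miR-122 inhibitors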
ERp5 inh: inhibitors of ERp5-driven insulin aggregation, primary screen, biochemical, turbidity, absorbance 650 nm, single point; inhibition, % at 9.99 µM; hit rate 0.05% among 350,000; 90 min;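 active = mean replicate inhibition above about 25%, with every replicate also reaching it, limit read from the data, passing the limit was not always enough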
Target sequence (Q15084 whole entry, looked up): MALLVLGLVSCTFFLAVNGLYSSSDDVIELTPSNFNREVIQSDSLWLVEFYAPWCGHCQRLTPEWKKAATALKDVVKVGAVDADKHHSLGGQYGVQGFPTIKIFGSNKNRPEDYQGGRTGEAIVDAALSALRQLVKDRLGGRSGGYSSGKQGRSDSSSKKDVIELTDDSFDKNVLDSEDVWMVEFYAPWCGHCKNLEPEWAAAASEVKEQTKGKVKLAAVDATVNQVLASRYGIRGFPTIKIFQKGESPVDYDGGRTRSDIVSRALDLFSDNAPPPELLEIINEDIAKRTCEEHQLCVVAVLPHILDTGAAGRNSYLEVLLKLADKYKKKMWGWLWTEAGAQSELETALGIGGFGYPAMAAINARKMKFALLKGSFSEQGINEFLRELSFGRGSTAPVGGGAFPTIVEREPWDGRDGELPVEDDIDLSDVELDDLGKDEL
esBAF inh: Bmi1 luciferase reporter increase in mESCs, primary screen, esBAF inhibitor project, mouse ES cells, Bmi1 luciferase knock-in, single point. 24 h; 100% = twice the neutral-well signal. reporter increase, % at 12.5 µM. hit rate 2% among 350,000; in the data active = activation above about 40%;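 also: 0% = median of the plate's neutral control wells and 100% = double that signal; a rise in the Bmi1 reporter signal indicates esBAF inhibition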
Numbers without * were called inactive; / = not tested or not shown; [ ] = remark or other dose. Rows are unselected; any-hit rate near 4%.

SMILES	SIRT5 inh	ARNT-TACC3 inh	C2C12 statin	Cneo AK release	miR-122 sensor	ERp5 inh	esBAF inh
O=C(Cn1ncc2c(=O)oc3ccccc3c21)NCCc1ccsc1	10	-2	6	17	/	-6	-2
Cc1ccc(S(=O)(=O)N2C[C@H]3C(=O)C[C@@H](c4ccccc4)N(S(=O)(=O)c4ccccc4)[C@H]3C[C@H]2c2ccccc2)cc1	-3	/	3	1	-4	2	7
C[C@H]1CN([C@@H](C)CO)C(=O)c2cc(NS(C)(=O)=O)ccc2O[C@@H]1CN(C)C(=O)Nc1ccc2c(c1)OCO2	0	1	-21	1	0[16.7 µM]	-3	-5
COc1cc(NS(=O)(=O)c2ccc(-n3cccn3)cc2)cc(OC)c1	/	/	-7	2	95*	/	1
O=C(CSc1ncccn1)N1CCCCCC1	-2	/	5	0	-2	6	1
COc1cc(OC)cc(-c2cc3nc4c(c(N5CCN(c6ncccn6)CC5)n3n2)CCCC4)c1	-3	12	/	/	/	-5	/
CCN1C(=O)CSC1=Nc1ccccc1Cl	-2	-3	3	9	3	-7	-3
Fc1cccc(-c2cncc(N3CCN(CCN4CCCC4)CC3)n2)c1	-5	/	-8	-5	-5	0	-13
CC(=O)N1CCCc2cc(S(=O)(=O)CCC(=O)N3CCN(c4cccc(C)c4)C(C)C3)ccc21 (configuration not stated)	4	1	7	1	-3	1	-3
NC(=O)CSc1ccc(Br)cc1	/	-3	10	2	-1	/	-7
CCC(=O)N1[C@@H]2c3ccc(C4=CCCC4)c(=O)n3C[C@H]1[C@H](CO)[C@H]2C(=O)NCC1CCCCC1	-6	1	4	-6	-4[16.7 µM]	-4	1
CN(C)c1nc(NCc2ccccc2)nc(Oc2ccc(=O)[nH]n2)n1	/	-8	-2	4	-3	/	0
CC(C)(C)NC(=O)NC(=O)CN1c2cccc3cccc(c23)S1(=O)=O	-7	0	17	-1	7	-1	1
Cc1noc(C)c1NC(=O)Nc1cccc2c1O[C@H](CN(C)S(=O)(=O)c1ccc(F)cc1)[C@H](C)CN([C@@H](C)CO)C2=O	2	1	14	-7	7[16.7 µM]	-3	-6
O=C1C=C(c2ccc(C(=O)O)cc2)C[C@@H](c2ccc3c(c2)OCO3)C1	/	5	1	3	-2	0	12
O=C(Nc1ccccc1OC(F)F)c1oc2ccccc2c1COc1ccccc1	/	/	7	24	-3	/	2
O=C(O)[C@]1(S(=O)(=O)c2ccccc2)C[C@@H]2ON=C(c3cccc(Br)c3)[C@@H]2C1	-5	-2	-8	-1	4	1	6
O=C(COc1ccccc1)N1CCN(c2ncnc3c2cnn3-c2ccccc2)CC1	/	2	6	1	-3	/	2
CCCN(C)C[C@H]1OCCCC[C@H](C)Oc2ccc(NC(=O)C3CCCCC3)cc2C(=O)N([C@H](C)CO)C[C@H]1C	3	2	/	0	3[16.7 µM]	9	-10
CCn1cc(C(=O)NCCC(=O)NCCCO)c(=O)c2cc3c(cc21)OCO3	-5	0	6	-3	-12	-4	4
COc1cccc(NC(=O)Nc2nnc(COCCO)s2)c1	-2	/	-12	0	16	1	-4
CCCCn1c(N)c(N(CC(C)C)C(=O)c2ccc(Cl)c(S(=O)(=O)N3CCCC3)c2)c(=O)[nH]c1=O	2	12	-10	/	-4	-3	-2
O=C(N[C@@H]1CC[C@@H](CCNS(=O)(=O)c2ccccc2)O[C@H]1CO)c1cccnc1	1	-3	-7	-4	/	-5	2
CC(C(=O)Nc1ccc(C#N)cc1)N(C)Cc1cccs1 (configuration not stated)	-2	1	1	1	35	1	1
COc1ccc(C)cc1N(CC(=O)NCCSCc1cccc(Cl)c1)S(C)(=O)=O	-2	-6	5	4	1	3	1
O=C(C[C@H]1CC[C@H](NC(=O)c2ccccc2)[C@@H](CO)O1)NCc1ccncn1	4	-6	2	-1	/	-1	1
C[C@H]1CN([C@@H](C)CO)C(=O)Cc2cc(NS(C)(=O)=O)ccc2O[C@@H]1CN(C)S(=O)(=O)c1ccc(Cl)cc1	-6	-14	15	2	0[16.7 µM]	9	-6
CCS(=O)(=O)Nc1ccc2c(c1)C(=O)N(C)[C@@H]1CC[C@H](CC(=O)NCCCN3CCOCC3)O[C@@H]1CO2	-1	12	-4	-4	-22[16.7 µM]	-6	3
COc1ccc(NC(=O)CN(C)C(=O)c2ccc(NC3CC3)c([N+](=O)[O-])c2)cc1	-2	2	/	/	/	-5	/
C/C(=N\Nc1cc(C(F)(F)F)ccc1Cl)c1ccccc1O	/	3	15	2	-14	/	-9
COc1ccccc1CN1CCNC(=O)C1CC(=O)NCC1CCOCC1 (configuration not stated)	2	-3	/	3	/	2	/
CCC(=O)Nc1ccc2c(c1)C(=O)N(C)C[C@@H](OC)[C@H](C)CN(Cc1cccnc1)[C@@H](C)CO2	-1	-3	2	4	-2[16.7 µM]	-2	4
CC(C)C[C@H](NC(=O)C1CCN(S(=O)(=O)c2ccccc2)CC1)C(=O)NCc1ccncc1	-2	3	7	1	-3	-2	-1
COC(=O)C[C@@H]1CC[C@@H]2[C@@H](COc3ccc(NC(=O)C4CCOCC4)cc3C(=O)N2C)O1	1	-3	-16	-4	15[16.7 µM]	-4	1
N#C/C(=C\c1ccccc1O)C(=O)Nc1ccccn1	-2	29	-2	9	3	1	-1
C[C@H]1CN([C@@H](C)CO)C(=O)c2cc(NC(=O)Cc3ccccc3)ccc2O[C@H]1CN(C)Cc1ccc(C(=O)Nc2ccccc2N)cc1	/	-2	/	-3	16[16.7 µM]	4	-25
CCOC(=O)c1c(C)[nH]c(C(=O)OCc2csc(CC(=O)Nc3ccccc3C)n2)c1C	-7	-2	6	/	-3	-9	16
O=C(c1cc(-c2cccc3ccccc23)nc2ccccc12)N1CCN(CCO)CC1	-23	0	-9	-2	13	-5	-5
COc1ccc(CCn2c(C)cc(C(=O)CSc3nnc(N)s3)c2C)cc1	/	-9	7	1	-19	/	4
O=C(c1cccc(F)c1)N1C[C@@H]2[C@H](c3ccccc31)[C@@H](CO)N2C(=O)c1ccc(F)cc1	8	-7	5	-1	-17[16.7 µM]	4	-4
CC(C)NC(=O)CCNC(=O)c1ccc(F)cc1	-2	4	8	2	-7	8	-2
CCCCCCCCS(=O)c1sc2nc(C)cc(C)c2c1N (configuration not stated)	-1	9	-10	-3	/	-7	1
O=C(NCCN1CCOCC1)/C(=C/c1ccc(Cl)cc1)NC(=O)c1ccccc1	-2	8	4	-3	/	-9	-8
CC(C)C(=O)Nc1ccc2c(c1)C(=O)N(C)[C@H]1CC[C@H](CC(=O)NCC3CC3)O[C@@H]1CO2	-6	0	3	3	-25[16.7 µM]	-6	-5
N#C[C@H]1[C@@H](c2ccc(-c3cccnc3)cc2)[C@H](CO)N1C(=O)C1CC1	12	-1	4	9	/	0	2
Cc1nc2ncnn2c(C)c1CCC(=O)N1CCN(c2ccccn2)CC1	-7	-6	4	/	2	-9	-4
CCn1c(CC(=O)Nc2ccc(F)cc2)nnc1SCC(=O)Nc1nncs1	-1	0	-3	2	-1	-10	2
C[C@@H]1CN([C@H](C)CO)C(=O)c2cc(C3=CCCCC3)cnc2O[C@H]1CN(C)C(=O)c1ccccn1	4	2	-7	-3	-11[16.7 µM]	2	3
CCOC(=O)C1=CC[C@@H](c2ccccc2)N(S(=O)(=O)c2ccc(C)cc2)[C@H]1c1cccc(OC)c1	-3	/	-3	1	-5	2	0
CCOCCCNC(=O)CSc1ccccc1	/	-5	5	2	1	/	0
CC(C)(C)[C@@H]1C=C(C(=O)O)O[C@H](OCCCCO)C1	-5	-8	4	-2	3	0	-3
CC1(C(=O)NS(=O)(=O)c2ccccc2)CCN1C(=O)CC1CC1 (configuration not stated)	/	/	-7	0	-4	3	-5
Clc1ccccc1Cn1nnc2c(NCCN3CCOCC3)ncnc21	/	-2	6	-1	-18	/	-6
Cn1c(=O)c2c(nc(CN3CCN(CCO)CC3)n2Cc2cccc3ccccc23)n(C)c1=O	/	-8	/	-3	-1	/	-4
NC1=NC[C@H](c2ccccc2)N1CCc1cccc(F)c1	-2	1	-4	1	-19	-1	-1
CC(NS(=O)(=O)c1ccc(Br)cc1)C(=O)NCC1CCCO1 (configuration not stated)	4	-6	-4	4	2	2	3
CC(NC(=O)c1ccc(CS(=O)(=O)Cc2ccccc2F)o1)c1ccc2c(c1)OCCO2 (configuration not stated)	/	-2	8	6	/	/	-2
CN1CCN(C(=S)NC(=O)/C=C/c2cccc3ccccc23)CC1	/	6	-6	-1	6	/	10
Clc1ccccc1N1CCN(Cc2ccc(Br)o2)CC1	-3	-5	6	/	/	10	0
Cc1nc2ccccn2c(=O)c1NC(=O)COc1ccccc1	/	/	6	1	1	4	-2
Cc1ccc(S(=O)(=O)/C=C2\NC(=O)CS2)cc1	/	1	/	2	-5	/	/

14 successive entries from above, quoted:
SMILES	SIRT5 inh	ARNT-TACC3 inh	C2C12 statin	Cneo AK release	miR-122 sensor	ERp5 inh	esBAF inh
C[C@@H]1CN([C@H](C)CO)C(=O)c2cc(C3=CCCCC3)cnc2O[C@H]1CN(C)C(=O)c1ccccn1	4	2	-7	-3	-11[16.7 µM]	2	3
CCOC(=O)C1=CC[C@@H](c2ccccc2)N(S(=O)(=O)c2ccc(C)cc2)[C@H]1c1cccc(OC)c1	-3	/	-3	1	-5	2	0
CCOCCCNC(=O)CSc1ccccc1	/	-5	5	2	1	/	0
CC(C)(C)[C@@H]1C=C(C(=O)O)O[C@H](OCCCCO)C1	-5	-8	4	-2	3	0	-3
CC1(C(=O)NS(=O)(=O)c2ccccc2)CCN1C(=O)CC1CC1 (configuration not stated)	/	/	-7	0	-4	3	-5
Clc1ccccc1Cn1nnc2c(NCCN3CCOCC3)ncnc21	/	-2	6	-1	-18	/	-6
Cn1c(=O)c2c(nc(CN3CCN(CCO)CC3)n2Cc2cccc3ccccc23)n(C)c1=O	/	-8	/	-3	-1	/	-4
NC1=NC[C@H](c2ccccc2)N1CCc1cccc(F)c1	-2	1	-4	1	-19	-1	-1
CC(NS(=O)(=O)c1ccc(Br)cc1)C(=O)NCC1CCCO1 (configuration not stated)	4	-6	-4	4	2	2	3
CC(NC(=O)c1ccc(CS(=O)(=O)Cc2ccccc2F)o1)c1ccc2c(c1)OCCO2 (configuration not stated)	/	-2	8	6	/	/	-2
CN1CCN(C(=S)NC(=O)/C=C/c2cccc3ccccc23)CC1	/	6	-6	-1	6	/	10
Clc1ccccc1N1CCN(Cc2ccc(Br)o2)CC1	-3	-5	6	/	/	10	0
Cc1nc2ccccn2c(=O)c1NC(=O)COc1ccccc1	/	/	6	1	1	4	-2
Cc1ccc(S(=O)(=O)/C=C2\NC(=O)CS2)cc1	/	1	/	2	-5	/	/

Compound activity as filed in PubChem BioAssay.
